# TRb-SRC2 inh: qHTS for Inhibitors of the Interaction of Thyroid Hormone Receptor and Steroid Receptor Coregulator 2; TRbeta-SRC2 peptide binding, fluorescence polarization; receptor liganded with 1 µM T3; Potency, µM (series often up to 106 µM), for the others: at the highest dose activity change, negative = inhibition, most hits filed as inhibitors; 280,000 tested, 0.065% active; Thyroid hormone receptor beta (Homo sapiens), P10828;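 further: plate controls were bound peptide for no effect and peptide without receptor for full effect; nearly all actives have a fitted effect of over 50% in size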
# Target sequence (P10828 whole entry, looked up): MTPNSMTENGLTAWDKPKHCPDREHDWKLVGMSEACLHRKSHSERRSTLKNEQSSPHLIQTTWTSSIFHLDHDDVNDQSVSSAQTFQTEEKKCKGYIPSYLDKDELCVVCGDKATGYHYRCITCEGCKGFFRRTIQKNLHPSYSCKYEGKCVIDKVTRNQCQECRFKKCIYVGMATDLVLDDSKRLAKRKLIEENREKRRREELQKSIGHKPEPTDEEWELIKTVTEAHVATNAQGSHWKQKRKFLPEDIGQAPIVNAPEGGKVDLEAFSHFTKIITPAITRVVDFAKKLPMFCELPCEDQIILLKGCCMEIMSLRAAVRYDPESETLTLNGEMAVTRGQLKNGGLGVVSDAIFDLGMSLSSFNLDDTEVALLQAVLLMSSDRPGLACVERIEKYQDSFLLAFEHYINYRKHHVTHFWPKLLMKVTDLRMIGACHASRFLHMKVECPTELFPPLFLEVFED
#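 Fluorescence polarization of 20 nM Texas Red SRC2 peptide with 0.6 uM human TRb ligand-binding domain, in Tris buffer with 1uM T3 and 5% DMSO. Incubated 5 hr ambient; normalized to unbound and bound controls.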
# SMN2 splice enh: qHTS Assay for Enhancers of SMN2 Splice Variant Expression | Potency, µM (top dose mostly 46.1 µM), for inactives: at the top dose activity change, positive = activation, most hits filed as activators | HEK293 SMN2-luciferase splicing reporter, luminescence, 30-36 h | 210,000 tested, 2.8% active | AID 1458, 2008; further: % of control where 0% means no effect; nearly all actives have a fitted effect of over 55% in size
#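 qHTS luciferase splicing reporter: luminescence rises when SMN2 exon 7 is included in transfected HEK293 cells. Compound exposure lasted 30-36 h at 37C, with 4.5 mM final sodium butyrate as control, followed by a ONE-Glo read.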
# TR SRC2 fluor cs: Total Fluorescence Counterscreen for Inhibitors of the Interaction of Thyroid Hormone Receptor and Steroid Receptor Coregulator 2. TRb/SRC2 Texas Red total fluorescence interference. Potency, µM (titrated, usually from 106 µM), inactives show at the highest dose fluorescence change, negative = quenching. 280,000 tested, 0.29% active; active means well fitted curve in either direction with a large enough effect; inconclusive means small, poorly fitted or top-dose-only effect; further: on the % scale 0 is the no-effect control and ±100 the full control effect
#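 Flags fluorescent or light-absorbing compounds by total fluorescence, S + 2P, at 555 nm excitation and 632 nm emission. Mixture: 20 nM Texas Red SRC2 peptide, 0.6 uM human TRb LBD, 1 uM T3, 5% DMSO; compound exposure 5 h at ambient temperature.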
# An asterisk follows results filed as active; ? = inconclusive; [ ] = dose if it differs, or a comment. Unless noted, the call rests on the fitted dose curve; in most records, active means well fitted curve in the direction sought with a large enough effect; inconclusive means small, poorly fitted or top-dose-only effect, or another doubt; inactive means no such curve, though single readings can be large; an effect the other way counts as inactive or inconclusive. Potency means the concentration at half of the fitted maximal effect.
SMILES,TRb-SRC2 inh,SMN2 splice enh,TR SRC2 fluor cs
Cc1oc(-c2ccccc2F)nc1CS(=O)CC(=O)NC(C)C (stereo unspecified),0%,5%,-8%
Cc1cccc(NC(=O)CS(=O)(=O)c2nc(-c3ccccc3)cn2-c2cccc(Cl)c2)c1C,-5%,28%,-1%
C=C(C)Cn1c(SCC(=O)c2ccc(OC)cc2)nc2sc3c(c2c1=O)CCCC3,7%,1%,-2%
Cc1c(C(=O)OC2CCCC2)[nH]c2c1C(=O)CC(c1ccc(Cl)cc1)C2 (stereo unspecified),-8%,7%,-1%
COc1ccc(NC(=O)CC2C(=O)N(c3ccc(C)cc3)C(=O)N2CCc2ccccc2)cc1 (stereo unspecified),-4%,27%,-1%
Cc1ccc2nc(-c3ccc(Cl)c(NC(=O)COc4cccc(C)c4C)c3)oc2c1,6%,?,3%
COc1ccc(C2=NC(c3ccncc3)=Nc3ccc(Br)cc3N2)cc1,-5%,-2%,-1%
O=C(COc1ccccc1[N+](=O)[O-])Nc1cc(-c2nc3cc(Cl)ccc3o2)ccc1Cl,2%,10%,-7%
O=C(Cn1c(=O)n(-c2ccc(F)c(Cl)c2)c(=O)c2sc3ccccc3c21)NC1CCCCC1,2%,6%,-1%
O=C(Nc1cc(C(F)(F)F)ccc1Cl)c1ccc2c(c1)CCN2S(=O)(=O)c1ccccc1,-7%,2%,1%
O=C(CSc1nc(-c2ccccc2)no1)N1CCCCC1,-2%,25%,0%
Cc1ccc(C(CC(=O)NCC2(c3ccccc3)CCCC2)c2ccccc2)c(O)c1 (stereo unspecified),0%,-31%[inhibitor],7%
CCc1ccc(NC(=O)Cn2c(=O)n(CCC(C)C)c(=O)c3cccnc32)cc1,-1%,-7%,-4%
CCOC(=O)c1cnn(-c2cccc(F)c2)c1C1CCNCC1,1%,-7%,-1%
Cc1ccc(CNC(=O)CCNS(=O)(=O)c2cccc3nsnc23)cc1,-3%,-8%,-2%
CCOC(=O)c1c(C)oc2c1cc(NS(=O)(=O)c1ccc(C)cc1)c1ccccc12,-2%,0%,4%
COc1ccc(CCNC(=O)CCCCn2c(=O)c3ccccc3n(Cc3cccc(C)c3)c2=O)cc1OC,5%,-5%,7%
CCCn1c(=O)n(-c2cc(Cl)c(OC)cc2OC)c(=O)c2c3c(sc21)CN(C(C)=O)CC3,4%,18%,4%
Cc1c(C(=O)OC2CCCCCC2)[nH]c2c1C(=O)CC(c1ccccc1Cl)C2 (stereo unspecified),-11%,3%,-2%
Cc1ccc(Cl)cc1N1CCN(C(=O)CCc2nnc3n(C)c(=O)c4ccccc4n23)CC1,-7%,-5%,?
Cc1ccc(Cl)cc1N1CCN(C(=O)C2CCC(CNS(=O)(=O)c3cccs3)CC2)CC1 (stereo unspecified),2%,-13%,0%
CCOc1ccc(-c2cc(NC(=O)Nc3ccccc3C(F)(F)F)c(C(=O)OC)s2)cc1,-4%,10%,-2%
COc1ccc(S(=O)(=O)N(CC(=O)NCCSc2ccccc2)c2ccc(C)cc2)cc1,5%,-18%,-4%
COc1ccc(CNC(=O)c2cc3cccc(OC)c3oc2=O)cc1,4%,5%,7%
Cc1cccc(Cn2c(SCc3ccc(C(=O)N4CCCCCC4)cc3)nc3ccncc32)c1,-4%,-65%[inhibitor],-1%

# (further entries)
SMILES,TRb-SRC2 inh,SMN2 splice enh,TR SRC2 fluor cs
COCCCNC(=O)CSc1nc(-c2ccc(OC)cc2)[nH]c1-c1ccc(OC)cc1,-1%,13%,-2%
Cc1ccccc1NC(=O)CCc1c(C)nc2c(c1C)c(=O)n(C)c(=O)n2C,-6%,14%,-3%
CCOc1cc(CNCCSc2nnnn2C)cc(Cl)c1OCc1ccc(Cl)cc1,-12%,-37%[inhibitor],20µM*[quencher]
COc1ccc(C2=NC(C)(C)N(CC(=O)Nc3ccc(F)c(F)c3)C2=O)cc1,0%,-9%,-1%
CCc1ccc(S(=O)(=O)N(C(=O)Oc2ccccc2)c2ccc3oc(C)c(C(=O)OC)c3c2)cc1,-8%,-33%[inhibitor],-1%
O=C(CSc1nc(-c2ccc(F)cc2)[nH]c1-c1ccccc1)NCC1CCCO1 (stereo unspecified),-1%,-6%,-2%
Cc1cc(Nc2ccc(C)c(C)c2)n2cnnc2n1,0%,1%,-1%
Cc1ccc2c(c1)c(=O)c1ccccc1n2CCCC(=O)Nc1ccc(Cl)cc1C,3%,-6%,6%
Cc1ccc(COC(=O)c2[nH]c3c(c2C)C(=O)CC(c2ccc(N(C)C)cc2)C3)cc1 (stereo unspecified),0%,-1%,-1%
Fc1ccccc1N1CCN(c2c3c(nc4nncn24)CCC3)CC1,6%,1%,0%
CC(=O)Nc1ccccc1OCc1cc(=O)n2c3c(sc2n1)CCCC3,1%,-3%,0%
Cc1ccc(-c2nc(CS(=O)CC(=O)N3CCN(c4ccccc4)CC3)c(C)o2)cc1 (stereo unspecified),-2%,-22%,0%
Cc1cc(Nc2ccccc2C)n2nc(Cc3ccc(Cl)cc3)nc2n1,-6%,11%,-1%
COCCCNC(=O)CSc1nc2cc(OC)c(OC)cc2c2nc(-c3ccccc3)nn12,3%,-4%,0%
CC(C)c1ccc(/C=C(\C#N)c2nc(-c3ccc(O)cc3)cs2)cc1,-18%,-23%,-72%
CCc1ccc(NC(=O)c2sc3nc(C)c(Cl)c(C)c3c2NC(=O)c2ccccc2)cc1,-5%,9%,-3%
Cc1ccc(NC(=O)CSc2nc3c(oc4ccccc43)c(=O)n2Cc2ccco2)cc1,-4%,-1%,-16%
CCCn1c(CCC(=O)Nc2ccc(OCC)cc2)nc2cccnc21,-6%,13%,1%
CCCN(CCC)C(=O)Cn1c(=O)n(-c2ccc(C)c(C)c2)c(=O)c2c3c(sc21)CCCCC3,-1%,1%,2%
C#CC(C)(CC)NC(=O)Cn1nnc(-c2ccc(OCc3ccccc3F)cc2)n1 (stereo unspecified),-3%,-32%[inhibitor],4%
COc1ccc(CCN2C(=O)N(c3cccc(C)c3)C(=O)C2CC(=O)Nc2ccccc2)cc1OC (stereo unspecified),8%,-15%,-1%
Nc1ccc(N2CCN(c3ncc(C(F)(F)F)cc3Cl)CC2)c(C(F)(F)F)c1,5%,-49%[inhibitor],3%
CCOC(=O)c1c(NC(=O)/C=C/c2ccc(C)cc2)sc(C(C)=O)c1C,-7%,-8%,0%
CCOC(=O)c1cc(OC(=O)c2ccc(OC)c(OC)c2)n(-c2ccccc2)n1,10%,4%,-9%
CCCN1Cc2cccc(C(=O)Nc3ccccc3C(=O)OC)c2C1=O,1%,2%,0%

# New compounds follow.
SMILES,TRb-SRC2 inh,SMN2 splice enh,TR SRC2 fluor cs
Cc1ccn2cc(-c3ccc(C)c(NS(=O)(=O)c4ccc(Cl)cc4)c3)nc2c1,-3%,-31%[inhibitor],-1%
Cn1nnnc1SCCNCc1ccccc1OCc1ccc(Cl)cc1Cl,-1%,-104%[inhibitor],-1%
COc1ccc(NC(=O)c2c(NC(=O)COc3ccccc3)sc3c2CCC(C(C)(C)C)C3)cc1 (stereo unspecified),11%,-9%,-3%
CCOc1cc(CN2CCN(S(=O)(=O)c3ccc(C)cc3)CC2)ccc1OC,5%,-24%,-1%
O=C(CSc1nc(-c2ccc(F)cc2)[nH]c1-c1ccc(F)cc1)Nc1ccc2c(c1)OCCO2,2%,-1%,-2%
Cc1ccc(CCNC(=O)CN(c2cc(C)cc(C)c2)S(=O)(=O)c2c(C)noc2C)cc1,1%,-11%,-3%
COc1cc(OC)c(NC(=O)CSc2nc3ccncc3[nH]2)cc1Cl,7%,-40%[inhibitor],-2%
COc1ccc(CCNC(=O)CCCn2c(=O)c3ccccc3n(CC(=O)Nc3cccc(C)c3)c2=O)cc1OC,6%,3%,0%
CCS(=O)(=O)c1nc(S(=O)(=O)c2ccc(C)cc2)c(NCc2ccc(Cl)cc2)s1,3%,1%,0%
CC(=O)Nc1ccc(NC(=O)CCCc2nc(-c3ccc(C(C)(C)C)cc3)no2)cc1,3%,-41%[inhibitor],-19%
Cc1oc2ncn(C)c(=O)c2c1C(=O)N1CCN(c2ccccc2)CC1,-2%,-5%,0%
Cc1ccc(S(=O)(=O)c2cn(CC(=O)Nc3ccccc3C)c3cc4c(cc3c2=O)OCO4)cc1,4%,-1%,0%
COc1ccc(Nc2cc(C(=O)NCc3cccs3)c3ccccc3n2)cc1,4%,2%,0%
CCOc1ccc(C2c3c(oc4cc(C)c(C)cc4c3=O)C(=O)N2c2ccccn2)cc1 (stereo unspecified),4%,-1%,-4%
CCCc1nnc(NC(=O)Cc2coc3c(C)c(C)ccc23)s1,-1%,9%,-2%
COc1cccc(CNC(=O)CCCn2ncn3c(cc4occc43)c2=O)c1,0%,-1%,-7%
COc1ccc(Nc2nc3c(S(=O)(=O)c4ccccc4)nnn3c3ccc(Cl)cc23)cc1OC,-5%,6%,5%
CCOC(=O)c1sc2ncn(CC(=O)Nc3cc(Cl)ccc3C)c(=O)c2c1C,-9%,13%,-1%
CCOc1ccc(NC(=O)CSc2nc(-c3cccs3)cc(C(F)(F)F)c2C#N)cc1,-6%,-12%,4%
COc1cccc2c1cc1c(=O)n(CC(=O)O)nc(C)n12,6%,3%,2%
O=C(Nc1ccc(F)cc1F)c1cc(-c2ccc3c(c2)OCO3)on1,-5%,11%,3%
Cc1cc(Oc2nc3ccccn3c(=O)c2/C=C(\C#N)c2nc3ccccc3s2)ccc1Cl,-1%,4%,-16%
COc1ccccc1OCC(=O)N(Cc1ccc(N(C)C)cc1)CC1CCCO1 (stereo unspecified),-8%,0%,0%
COc1cccc(NC(=O)Cn2c(=O)n(-c3cccc(OC)c3)c(=O)c3sc4ccccc4c32)c1,2%,6%,-1%
COc1ccc(S(=O)(=O)N(CCc2ccccc2)CC(=O)NCc2ccc(C)cc2)cc1,7%,0%,8%

# Following part
SMILES,TRb-SRC2 inh,SMN2 splice enh,TR SRC2 fluor cs
O=C(CCS(=O)(=O)c1cc(Br)cc2c1N(C(=O)C1CC1)CC2)N1CCN(c2ccc(F)cc2)CC1,-6%,-2%,-2%
COc1ccc(-c2noc(CN(C(=O)c3cc(OC)c(OC)cc3OC)C(C)C)n2)cc1,-3%,-6%,-32%
Cc1cc(F)ccc1NC(=O)CCSc1nc(-c2ccco2)cc(C(F)(F)F)n1,1%,-1%,-3%
COC(=O)c1ccc(C2c3c(-c4ccccc4O)n[nH]c3C(=O)N2Cc2cccnc2)cc1 (stereo unspecified),-5%,4%,-2%
COC(=O)c1ccccc1NC(=O)CN(c1ccccc1OC)S(C)(=O)=O,1%,-14%,-3%
CCOc1ccc(-n2nc3ccc(NC(=O)c4cccc(F)c4)cc3n2)cc1,8%,4%,5%
COc1cc(NC(=O)c2cc3nc(-c4ccc(C)cc4)cc(C(F)(F)F)n3n2)cc(OC)c1OC,-1%,7%,-14%
CCOc1ccccc1NC(=O)NCCn1c(=O)oc2ccc(C)cc21,-12%,-5%,0%
CCOC(=O)c1nnn(C(CC)C(=O)Nc2c(C)cccc2C)c1C(=O)OCC (stereo unspecified),-3%,-3%,-1%
CCc1ccc(OCC(=O)Nc2ccc3oc(-c4ccc(OC)cc4)nc3c2)cc1,1%,12%,-3%
Cc1ccc2oc(-c3cccc(NC(=O)c4cccc5c(Cl)cccc45)c3)nc2c1,6%,-6%,0%
COc1ccc(OC)c(NC(=O)Cn2c(=O)n(Cc3ccco3)c(=O)c3cc(OC)c(OC)cc32)c1,-9%,-9%,0%
N#Cc1ccccc1Cn1c(=O)n(-c2cccc(C(F)(F)F)c2)c(=O)c2sccc21,2%,-1%,1%
COc1cccc(OC)c1C(=O)Nc1nc2c(s1)CCc1ccccc1-2,-17%,11%,5%

# An excerpt; count on the stated rates, not on these rows.
